14-3-3 PPI: 14-3-3 gamma protein interaction modulation. P61981. FP, 14-3-3gamma / TMR-pS259-Raf peptide binding. inhibition, % at 40 µM. actives 0.19% (n = 160,000). AID 422; in the data active = inhibition above about 30%;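 note: 0% = protein plus tracer without compound and 100% = blank with tracer alone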
Target sequence (P61981 whole entry, looked up): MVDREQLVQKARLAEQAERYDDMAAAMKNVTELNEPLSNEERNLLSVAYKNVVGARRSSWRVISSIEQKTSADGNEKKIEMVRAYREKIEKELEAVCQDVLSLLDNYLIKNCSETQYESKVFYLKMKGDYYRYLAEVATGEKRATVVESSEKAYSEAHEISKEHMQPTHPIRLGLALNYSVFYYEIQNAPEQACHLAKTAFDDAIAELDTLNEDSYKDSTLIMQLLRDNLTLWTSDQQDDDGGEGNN
The depositor's hits bear a star; & = joins results of further samples.

mol,14-3-3 PPI
CCC(C)OC(=O)c1c(NC(=O)c2nc3ncccn3n2)sc2c1CCCC2 (configuration not stated),-5
Cc1ccccc1Nc1sc(C(=O)c2ccccc2)c(N)c1C(=O)Nc1ccccc1,-16
COC(=O)C(C(=O)N1CCN(C)CC1)C1CCCCCC1 (configuration not stated),-1
O=C(CCn1c(=S)[nH]c2ccccc2c1=O)NCc1cccnc1,-15
CCC(C)OC(=O)c1[nH]c2c(c1C)C(=O)C(C(=O)OC)C(C)C2 (configuration not stated),0
Cc1ccc(N2C(=O)CC(Cc3ccc(Cl)cc3)C2=O)cc1C (configuration not stated),-2
Cc1cc(C(=O)Nc2ncn[nH]2)ccc1[N+](=O)[O-],-3
O=C(C1CCCCC1)N1CCn2c1nc1ccccc12,-2
Cc1cc(N2CCOCC2)nc2ccc(NC(=O)CCC(=O)N3CCC(C)CC3)cc12,-5&-2
Cc1cc(NC(=O)Cc2ccccc2)no1,-8
O=C(CN1C(=O)CSC1=O)Nc1ccc(N2CCOCC2)cc1,-8
CCOC(=O)c1c(N)sn(-c2ccccc2C)c1=S,2
Cc1cccc(C)c1N1C(=O)CC(N2CCN(Cc3ccccc3)CC2)C1=O (configuration not stated),-4
O=S(=O)(c1cccs1)N1CCN(c2ccccn2)CC1,-1
CCOC(=O)CS(=O)(=O)c1nc(-c2ccc(F)cc2)cc(C(F)(F)F)n1,-10
CCC(Sc1nc2ccccc2c2nc3ccccc3n12)C(=O)NCCCOC (configuration not stated),-5
Cc1ccc(-n2c(N)c(C#N)c3nc4ccccc4nc32)cc1C,-7
Cc1ccc(S(=O)(=O)NC(C)(C)CSc2nnc(N)s2)cc1,3
Cn1c(-c2cccc(Br)c2)cnc1NCc1cccnc1,-3
O=C(Nc1cccc(F)c1)c1ccc(S(=O)(=O)N2CCCC2)cc1,-8
CC#CCCCC(=O)Nc1cc(OC)nc(OC)n1,1&0
O=C1SC(c2ccccc2)=N/C1=C/c1ccco1,-13
O=C(c1ccc(F)cc1F)N(Cc1ccccn1)Cc1ccco1,5
O=C(CC1SC(=O)NC1=O)Nc1cccc(O)c1 (configuration not stated),0
Cc1ccc(NC(=O)c2cccc(N3C(=O)CCC3=O)c2)cc1,-2
CCOc1cc(-c2c(C)c(C)nc(N)c2C#N)ccc1O,7
O=C(CN(C1CCCCC1)S(=O)(=O)c1ccc(Cl)cc1)NCc1cccnc1,0
O=C(CCN1C(=O)c2ccccc2C1=O)Nc1nc(-c2ccc(Br)cc2)cs1,-2
Oc1ccc(Br)cc1CN1CCN(CC2CC3C=CC2C3)CC1 (configuration not stated),-4
CCOc1ccc2[nH]cc(C(=O)O)c(=O)c2c1,-1
O=S(=O)(NCc1ccccc1)c1ccc2nc(-c3ccccc3)[nH]c2c1,-10
O=C(NCc1ccc2c(c1)OCO2)c1cc(Nc2ccccc2)nc2ccccc12,-16
O=C(COC(=O)c1ccc([N+](=O)[O-])o1)c1ccc(Br)cc1,2
CCC(C(=O)NCCC(C)C)N1C(=O)CSc2ccc(C(C)(C)C)cc21 (configuration not stated),-6
Cn1c(C=Cc2ccccc2)[n+](C)c2ccccc21,-1
COc1cc(NS(=O)(=O)c2cc(C)ccc2OC)c(OC)cc1Cl,10
O=C(O)CCCC(=O)NCCCc1ccccc1,0
COc1ccc(S(=O)(=O)Nc2ccccc2OC)cc1C,-6
Cc1cc2oc(C(=O)Nc3c(C)n(C)n(-c4ccccc4)c3=O)c(C)c2cc1C,-25
Cc1cc(C)c(C#N)c(SCC(=O)c2cccs2)n1,-1
O=C(CC1Sc2ccccc2NC1=O)Nc1ccccc1[N+](=O)[O-] (configuration not stated),0
COc1ccc(C2C(C(=O)N3CCN(c4ccc(OC)cc4)CC3)c3ccccc3C(=O)N2C)cc1 (configuration not stated),-1
COc1cccc(-c2coc3cc4oc(=O)c5cc(OC)ccc5c4cc23)c1,-16
COc1cccc(Nc2cc3c(cc2[N+](=O)[O-])C(=O)N(c2ccc(C)cc2)C3=O)c1,-1
CCCOc1ccc(C2C(=O)N(C3CCC(C)CC3)CC(=O)N2CCC)cc1OC (configuration not stated),-11
CC(=O)c1c(C)nn(C(C)CC(=O)O)c1C (configuration not stated),1
C=C1C2(C(=O)Nc3ccc(Br)cn3)CCC(C2)C1(C)C (configuration not stated),-15
Cc1occc1C(=O)Nc1ccc(S(=O)(=O)N2CCN(C)CC2)cc1,-3
CCOC(=O)c1cnn(-c2cc(C)nc3c(-c4ccccc4)cnn23)c1N,-9
Cc1ccccc1C(=O)Oc1cccc(N2C(=O)C3CCCCC3C2=O)c1 (configuration not stated),-4
CCCCc1ccc2c(N)c(C(=O)c3ccc(Cl)cc3)sc2n1,-8
Nc1cc(C(=O)c2ccc(O)c(N)c2)ccc1O,-11
CCCOc1ccc(C2Nc3ccc4ccccc4c3C3=C2C(=O)CC(C)(C)C3)cc1 (configuration not stated),-4
CC(C)CC1(C)NC(=O)NC1=O (configuration not stated),6
COc1ccc(Cl)cc1C(=O)Nn1c(C)nc2ccccc2c1=O,1
Cc1cc(C)c2nc(N3CCCN(C(=O)c4ccco4)CC3)c(C#N)cc2c1,-5
OCCc1ccc(-c2ccc(Cl)cc2)o1,3
COc1ccc(S(=O)(=O)Cc2ccc(C(=O)NCc3ccccn3)o2)cc1,-7
CC1CCN(C(=O)CSc2nc3c(cnn3-c3ccccc3)c(=O)[nH]2)CC1,7&-18
CCCCC(=O)Nc1c2c(nn1-c1cccc(C)c1C)CS(=O)(=O)C2,-4

A stretch from the list above, as a working copy:
mol,14-3-3 PPI
COc1ccc(S(=O)(=O)Cc2ccc(C(=O)NCc3ccccn3)o2)cc1,-7
CC1CCN(C(=O)CSc2nc3c(cnn3-c3ccccc3)c(=O)[nH]2)CC1,7&-18
CCCCC(=O)Nc1c2c(nn1-c1cccc(C)c1C)CS(=O)(=O)C2,-4

Later entries
compound	14-3-3 PPI
O=C(CSc1ncn[nH]1)Nc1nc2ccccc2s1	-31
COc1cc2ccccc2cc1-c1nc(-c2nonc2N)no1	-4
CC(=O)NC1=NN(C(C)=O)C(C)(c2cccc(Br)c2)S1 (configuration not stated)	2
CCc1ccccc1Nc1cc(C(=O)NC(C)CC)c2ccccc2n1 (configuration not stated)	-8
COCCN1C(=O)c2ccccc2C(C(=O)NCC2(c3ccccc3)CCCC2)C1c1cn(C)c2ccccc12 (configuration not stated)	8
CC1CC(C)CN(C(C(=O)NC2CCCC2)c2ccc(Cl)cc2)C1 (configuration not stated)	3
Cc1onc(-c2ccccc2Cl)c1C(=O)NCCCN1CCOCC1	-5
Cc1nc(NC(=O)c2ccccc2[N+](=O)[O-])sc1C(C)(C)C	-29
COc1cccc(C(C(=O)NC(C)(C)C)N(C(=O)CCC(=O)Nc2cc(C)on2)C(C)C)c1OC (configuration not stated)	-2
Cc1ccc(C2CC(=O)c3cnc(N4CC(C)CC(C)C4)nc3C2)cc1 (configuration not stated)	5
CC1=C(C(=O)OCc2ccccc2)C(c2ccncc2)C2=C(CC(C)(C)CC2=O)N1 (configuration not stated)	-12
CCCOC(=O)C1=C(C)NC2=C(C(=O)CC(C)(C)C2)C1c1cccnc1 (configuration not stated)	-1
Cc1ccc(S(=O)(=O)Nc2ccccc2F)cc1C(=O)NCCCN1CCCC1=O	3
COCCNC(=O)c1cnn2c(C)c(Cc3ccccc3Cl)c(C)nc12	-7
CCN1C(=O)CC(C(=O)Nc2ccc(OC)cc2)SC1=Nc1cccc(Cl)c1 (configuration not stated)	3
O=C(C1CC1)N1CCc2cc(Br)cc(S(=O)(=O)Nc3ccc4c(c3)OCO4)c21	-12
CCOc1ccc(NC(=O)c2c(NC(=O)c3cccs3)sc3c2CCC(C(C)(C)C)C3)cc1 (configuration not stated)	-12
CCOC(=O)c1c(N)sc2c1CCN(C)C2	-29
COc1ccc(C(=O)Nc2c3c(nn2-c2ccc(F)cc2)CS(=O)C3)cc1OC (configuration not stated)	-2
O=[N+]([O-])c1cn(-c2nc(-c3ccccc3)cc(C(F)(F)F)n2)cn1	1
CCCC(C)C(=O)Nc1ccc(Cl)cn1 (configuration not stated)	-1
COc1ccccc1C(c1nnnn1Cc1ccccc1)N1CCN(c2nc3ccccc3s2)CC1 (configuration not stated)	2
CC(=O)NC(N1CCCCC1c1cccnc1)(C(F)(F)F)C(F)(F)F (configuration not stated)	4
O=C1CSC(c2ccc(Br)s2)N1c1ccc(Oc2ccccc2)cc1 (configuration not stated)	-1
Cc1cc(C)nc(-n2nc(C)cc2NC(=O)c2ccc3c(c2)OCO3)n1	0
CC(O)c1cccc(NC2=CC(=O)CC(C)(C)C2)c1 (configuration not stated)	-2&-5
O=C(COc1ccc(F)cc1)N1CCC(c2ccccc2)C1 (configuration not stated)	-6
CCOc1cccc(C2CC(c3ccc(Cl)cc3)=NC(c3ccc(C(=O)OC)cc3)N2)c1O (configuration not stated)	-58
O=[N+]([O-])c1cc(Cl)ccc1N=c1c2ccccc2oc2ccccc12	-5
C=Cn1nc(C)c2ccccc2c1=O	-5
O=C(CSc1ncn[nH]1)c1ccc2c(c1)OCCO2	-4
Cc1ccc(OCC(=O)n2cnnc2N)c(C)c1	-13&6
C=CCN=c1c([N+](=O)[O-])nn(C)n1O	-6
O=C(CN1C(=O)C2C3C=CC(C3)C2C1=O)N1CC(=O)N(CCc2ccccc2)C(=O)C1 (configuration not stated)	6
O=C(O)C1C2C=CC(C2)C1C(=O)NCCc1ccncc1 (configuration not stated)	-3
O=C(O)CCN1C(=O)C(=C2CCCCCC2)SC1=S	1
COc1ccc(-c2nc3ccccc3c(=O)n2CCCN2CCOCC2)cc1	6
Cc1ccc(-c2nnc(N3CCOCC3)c3ccccc23)cc1S(=O)(=O)NCC1CCCO1 (configuration not stated)	3
COc1cc(NC(=O)c2ccco2)c(OC)cc1NC(=O)CCC(=O)Nc1cc(C)ccc1C	1
CCc1nnc(NC(=O)CSc2nnc(Cc3ccccc3)n2Cc2ccccc2)s1	5
CCC(C)(C(=O)NC1CCCC1)N(C)C(=O)Cc1cccs1 (configuration not stated)	-23
COc1ccc(C2CC(C(F)(F)F)n3nc(C(=O)N4CCCC4)c(Cl)c3N2)cc1OC (configuration not stated)	-17
COc1ccc(-n2c(SCC(=O)Nc3ccc4c(c3)OCO4)nc3ccccc3c2=O)cc1	-10
COc1ccc(C2CC(=O)C3=C(C2)NC(C)=C(C(=O)OC(C)C)C3c2ccc(F)cc2)cc1 (configuration not stated)	4
Cc1ccc(-n2nc(C(=O)NCCN3CCc4ccccc4C3)c3c4ccccc4n(C)c3c2=O)cc1	-18
Cc1ccc(Cn2ccc(NC(=O)c3cc(-c4cccc(Cl)c4)on3)n2)cc1	-1
CCCCCCOc1ccc(N2C(=O)CC(N3CCC(C(=O)OCC)CC3)C2=O)cc1 (configuration not stated)	-7
O=c1c2cnn(-c3ccccc3)c2ncn1Cc1ccccc1	-8
N#Cc1nc(COc2ccc(F)cc2)oc1N1CCN(Cc2ccccc2)CC1	0
CCOC(=O)CNC(=O)CSc1nnc(Cn2c(=O)sc3ccccc32)n1C	1
CC1C2NC(=S)N(c3cccc(Cl)c3)C1(C)Oc1ccc([N+](=O)[O-])cc12 (configuration not stated)	9
O=C1CCCN2N=C(SCC(=O)OCc3ccccc3)SC2=N1	-25
COc1ccc(OC)c(NC(=O)CSc2nnc(CNc3ccc(F)cc3)o2)c1	-2
CCNc1nc(N2CCOCC2)nc(N(c2ccccc2)c2ccccc2)n1	0
O=C(Nc1ccccc1)c1ccccc1OCC(O)CN1C(=O)c2ccccc2S1(=O)=O (configuration not stated)	-9
CC(=O)N1CCc2cc(Br)cc(S(=O)(=O)CC(=O)Nc3cc(Cl)ccc3C)c21	-6
CCOC(=O)C(N)CSC1CC(=O)N(c2ccc(Cl)cc2)C1=O (configuration not stated)	-4
O=C(C1c2ccccc2Oc2ccccc21)N1CCN=C1SCc1ccccc1F	-5
COc1ccc(-c2ccc(OC)cc2C(=O)O)cc1	-2
Cn1ncc(N=Cc2ccccc2O)c1C(=O)N1CCOCC1	-6

Other records:
compound	14-3-3 PPI
C=CCn1cnc2c(c1=O)c1nc3ccccc3nc1n2-c1ccccc1	-9
c1ccc(-c2oc3ncn4nc(-c5ccncc5)nc4c3c2-c2ccccc2)cc1	7
CC1(C)CC(=O)c2cc(OCC(=O)NCCc3ccc(Cl)cc3)ccc2O1	-9
COc1ccccc1NC(=O)COc1c(C)cccc1C	7
CC(=O)Nc1cc(C(=O)NCc2cccnc2)ccc1Sc1ccc(C)cc1	-4
Cc1cc(Cl)c(Cl)c(=O)o1	-14
CC1(C)Cn2c(nnc2-c2cccc(O)c2)S1	1
CCS(=O)(=O)N1CCN(S(=O)(=O)c2ccc(F)cc2)CC1	1&1
CC(C)Oc1ccc(NC(=O)c2cc3cc(Br)ccc3oc2=O)cc1	-5
O=C1Nc2ccccc2SC(c2ccccc2)C1O (configuration not stated)	-30

Entries listed so far that have bromine, in the order listed:
compound	14-3-3 PPI
Cn1c(-c2cccc(Br)c2)cnc1NCc1cccnc1	-3
O=C(CCN1C(=O)c2ccccc2C1=O)Nc1nc(-c2ccc(Br)cc2)cs1	-2
Oc1ccc(Br)cc1CN1CCN(CC2CC3C=CC2C3)CC1 (configuration not stated)	-4
O=C(COC(=O)c1ccc([N+](=O)[O-])o1)c1ccc(Br)cc1	2
C=C1C2(C(=O)Nc3ccc(Br)cn3)CCC(C2)C1(C)C (configuration not stated)	-15
CC(=O)NC1=NN(C(C)=O)C(C)(c2cccc(Br)c2)S1 (configuration not stated)	2
O=C(C1CC1)N1CCc2cc(Br)cc(S(=O)(=O)Nc3ccc4c(c3)OCO4)c21	-12
O=C1CSC(c2ccc(Br)s2)N1c1ccc(Oc2ccccc2)cc1 (configuration not stated)	-1
CC(=O)N1CCc2cc(Br)cc(S(=O)(=O)CC(=O)Nc3cc(Cl)ccc3C)c21	-6
CC(C)Oc1ccc(NC(=O)c2cc3cc(Br)ccc3oc2=O)cc1	-5

Screening results (PubChem BioAssay)

Some of the compounds tested; rates above refer to the full screens.
